RAM network inh: yeast RAM network inhibition | S. cerevisiae dse1pr::URA3 reporter, 5-FOA growth OD615, 2 d; analog-sensitive cbk1-as2 kinase mutant strain | inhibition, % at 50 µM | hit rate 1.8% among 190,000 | AID 868;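 active = inhibition above a set limit, 3 SD over mean compound inhibition, cut at about 8.4% in these data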;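 also: 0% = DMSO-only wells with no growth and 100% = 10 µM 1-NA-PP1 full growth; inhibition rescues growth on 5-FOA so higher OD means more RAM inhibition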
TNAP inh hi DEA: TNAP (human) inhibition, high acceptor; P05186; hit rate 0.03% among 200,000; inhibition, % at 20 µM; purified TNAP, CDP-star luminescence, 1 M DEA;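 active = over 50% inhibition of tissue-nonspecific alkaline phosphatase at 20 µM in the single-dose screen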;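 also: plate controls were DMSO wells for no effect and EDTA-quenched wells as full inhibition for full effect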
Target sequence (P05186 whole entry, looked up): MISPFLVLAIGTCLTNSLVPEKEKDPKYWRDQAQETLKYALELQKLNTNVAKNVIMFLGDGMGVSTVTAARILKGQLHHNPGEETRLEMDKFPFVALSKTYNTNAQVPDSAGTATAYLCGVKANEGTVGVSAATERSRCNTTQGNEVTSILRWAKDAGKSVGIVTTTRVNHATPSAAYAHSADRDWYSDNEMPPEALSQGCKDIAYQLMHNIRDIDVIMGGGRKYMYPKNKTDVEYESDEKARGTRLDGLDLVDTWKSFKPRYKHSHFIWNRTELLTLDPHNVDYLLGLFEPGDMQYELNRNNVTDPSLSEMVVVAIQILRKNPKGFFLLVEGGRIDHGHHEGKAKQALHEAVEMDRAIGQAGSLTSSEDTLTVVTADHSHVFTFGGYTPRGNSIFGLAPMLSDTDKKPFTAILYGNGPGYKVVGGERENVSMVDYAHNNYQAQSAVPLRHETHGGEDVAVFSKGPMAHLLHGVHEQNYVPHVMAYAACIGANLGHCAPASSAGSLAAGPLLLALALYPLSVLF
APP transl inh: APP translation inhibition; SH-SY5Y APP 5'UTR-luciferase reporter, luminescence; inhibition, % at 2 µM; hit rate 0.82% among 190,000; AID 1285;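 active = inhibition above a set limit, derived from the sample mean plus 3 SD, cut at about 45% in these data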; also: values of inactives mirror those of a sister screen read the other way
FLuc inhib CS: counter-screen for luciferase assay inhibitors: firefly luciferase inhibition. hit rate 1.5% among 200,000. P08659. AID 1006. ATPLite firefly luciferase biochemical luminescence, 10 min. inhibition, % at 10 µM;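 active = inhibition above about 50% when tested at 10 µM, limit read from the data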
Target sequence (P08659 whole entry, looked up): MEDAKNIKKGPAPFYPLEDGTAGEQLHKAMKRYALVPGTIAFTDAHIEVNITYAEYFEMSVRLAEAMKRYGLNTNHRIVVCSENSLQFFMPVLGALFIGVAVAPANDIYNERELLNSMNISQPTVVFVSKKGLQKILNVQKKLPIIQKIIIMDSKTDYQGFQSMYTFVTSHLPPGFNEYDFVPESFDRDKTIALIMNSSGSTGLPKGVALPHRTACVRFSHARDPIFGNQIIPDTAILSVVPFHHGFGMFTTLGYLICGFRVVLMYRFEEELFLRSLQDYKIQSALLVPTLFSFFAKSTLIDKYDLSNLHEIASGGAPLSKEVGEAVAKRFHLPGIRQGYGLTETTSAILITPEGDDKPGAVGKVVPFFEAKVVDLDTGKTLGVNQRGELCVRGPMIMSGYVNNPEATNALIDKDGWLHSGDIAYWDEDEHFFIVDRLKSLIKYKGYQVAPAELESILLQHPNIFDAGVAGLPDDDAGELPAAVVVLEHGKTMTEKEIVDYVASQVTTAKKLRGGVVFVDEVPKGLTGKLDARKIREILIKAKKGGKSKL
FLuc act counter: affects firefly luciferase, flagging false hits in luciferase stimulation screens; ATPlite luciferase biochemical, luminescence, 10 min; 0 = ATP-free wells, 1 = DMSO control; activation factor at 10 µM; 200,000 tested, under 10 active;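 active = luciferase activation factor, scaled between plate controls, of at least 2 with compound at 10 µM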
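Material: Luciferase/luciferin reagent mix | Doses: Test compounds dosed from 2 mM stocks in 100% DMSO | Timing: 10 min incubation after luciferase reagent addition, room temperature | Measured by: Luminescence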
TNAP act hiacc: increases human TNAP activity under high phosphate acceptor concentration; P05186; 200,000 tested, under 10 active; activation factor at 20 µM; purified TNAP, CDP-star luminescence, 1 M DEA, 30 min; active compounds read high; 0 = EDTA background, 1 = DMSO-only activity; AID 1136;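 active = activation factor at least 2 at 20 µM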
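Dosing: 20 µM single point. System: human TNAP. Amount: TNAP 1/800 final. Incubation: 30 min, room temperature. Read-out: TNAP activation factor scaled between EDTA and DMSO control wells. Signal: luminescence from CDP-star hydrolysis. Medium: 1 M DEA, pH 9.8, Mg2+, Zn2+. Control set: EDTA negative control, DMSO positive control.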
bIAP inhibitor: intestinal alkaline phosphatase (bovine) inhibition. inhibition, % at 20 µM. purified bovine IAP, CDP-star luminescence, 30 min. 190,000 tested, under 10 active;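 active = over 50% inhibition of intestinal alkaline phosphatase at 20 µM in the single-dose screen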
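System: Purified bovine intestinal alkaline phosphatase (IAP) enzyme | Input: IAP diluted 1/65,000,000 in the well | Also added: CDP-star chemiluminescent phosphatase substrate, 30 µM final | Dosing: 20 µM single dose | Times: Enzyme reaction for 30 min at room temperature | Detection: Luminescence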
L major viab: Leishmania major promastigote growth inhibition; AID 1063; hit rate 9% among 200,000; inhibition, % at 10 µM; Leishmania major promastigotes, resazurin fluorescence viability; in the data active = inhibition above about 50%;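 also: promastigotes grown with compound for 44 hours at 28 °C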
bIAP act: intestinal alkaline phosphatase (bovine) activation | purified bovine IAP, CDP-star luminescence, 30 min; active compounds read high; fold of DMSO-control signal, blank-subtracted | activation factor at 20 µM | hit rate 0.17% among 200,000 | AID 1016;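 active = activation factor of 2 or more at 20 µM, a signal rise over negative controls twice the positive control's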
TNAP inh no acc: inhibitors of human TNAP without phosphate acceptor; purified TNAP, CDP-star luminescence, 30 min; inhibition, % at 20 µM; hit rate 0.26% among 200,000;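 active = tissue-nonspecific alkaline phosphatase inhibition above about 50% at 20 µM in the single-dose screen, limit read from the data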;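 also: 0% = DMSO negative control and 100% = EDTA positive control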
Numbers without * were called inactive; . = not tested or not shown.

structure | RAM network inh | TNAP inh hi DEA | APP transl inh | FLuc inhib CS | FLuc act counter | TNAP act hiacc | bIAP inhibitor | L major viab | bIAP act | TNAP inh no acc
Cc1ccc(CNc2nc(N)c([N+](=O)[O-])c(Nc3ccc(F)cc3)n2)cc1 | 1.1 | -3 | -5 | -5 | 1.1 | 1 | -10 | 2 | 1.1 | -9
CN1CCN(CP(=O)(N2CCOCC2)N2CCOCC2)CC1 | 0.1 | -7 | 2 | -7 | 1.1 | 1.1 | 4 | -5 | 1 | -8
CC(C)[C@H](NC(N)=O)C(=O)Nc1ccc(OCc2ccccc2)cc1 | 1.8 | -1 | 4 | -2 | 1 | 1 | -8 | -10 | 1.1 | -17
COc1ccc(NC(=O)CCC(=O)N/N=C/c2ccc([N+](=O)[O-])s2)cc1 | 1.5 | 6 | -2 | -3 | 1 | 0.9 | 19 | 100* | 0.8 | 17
Cc1nnc(NC(=O)c2ccc3c(c2)C(=O)N(CC2CCCO2)C3=O)s1 (stereo not given) | -0.1 | -6 | 3 | 67* | 0.3 | 1.1 | -1 | -1 | 1 | -9
Cc1cc(=O)cc(C)n1-c1ccc(Br)cc1 | -0.1 | -3 | 6 | -6 | 1.1 | 1 | 0 | -1 | 1 | -11
CCc1nnc(NC(=O)CC(=O)Nc2ccccc2C(=O)O)s1 | 4.5 | -6 | -17 | -2 | 1 | 1.1 | 2 | -8 | 1 | -14
CC(C)NC(=O)CSc1nc(-c2cccs2)cc(-c2ccccc2)c1C#N | 2.0 | -2 | 2 | 1 | 1 | 1 | -9 | 0 | 1.1 | -6
CCOC(=O)C1=C(CC)OC(N)=C(C#N)C1c1ccc(NC(C)=O)cc1 (stereo not given) | 1.7 | 4 | -2 | 0 | 1 | 1 | 13 | -2 | 0.9 | 2
Cc1ccc(C)c(CS(=O)(=O)c2cn(CC(=O)N3CCCCC3)c3ccccc23)c1 | 2.4 | -2 | -15 | -4 | 1 | 1 | 10 | 1 | 0.9 | 14
COc1ccc(OC)c(S(=O)(=O)N(C)CC(=O)Nc2ccc3c(c2)OCO3)c1 | 1.7 | -3 | 7 | -3 | 1 | 1 | 9 | 5 | 0.9 | -10
Cc1c(-n2c(SCC(=O)NC(C)C)nc3ccccc3c2=O)c(=O)n(-c2ccccc2)n1C | -1.6 | -9 | -13 | -6 | 1.1 | 1.1 | -9 | -3 | 1.1 | -3
O=C(NC1=NCCS1)c1ccncc1 | 2.7 | -9 | -9 | -7 | 1.1 | 1.1 | 6 | -8 | 0.9 | -11
CCCCNC(=O)c1ccc2c(c1)ncn2C1CCCC1 | 0.7 | -4 | . | 31 | 0.7 | 1 | 8 | -1 | 0.9 | -16
COc1ccc(-c2nnc(SCC(=O)NCc3cccs3)n2C)cc1 | 1.2 | 1 | -10 | -2 | 1 | 1 | 11 | -5 | 0.9 | -3

2 entries from above, field by field:
Cc1cc(=O)cc(C)n1-c1ccc(Br)cc1
  RAM network inh: -0.1	TNAP inh hi DEA: -3	APP transl inh: 6	FLuc inhib CS: -6	FLuc act counter: 1.1	TNAP act hiacc: 1	bIAP inhibitor: 0	L major viab: -1	bIAP act: 1	TNAP inh no acc: -11

CCOC(=O)C1=C(CC)OC(N)=C(C#N)C1c1ccc(NC(C)=O)cc1 (stereo not given)
  RAM network inh: 1.7	TNAP inh hi DEA: 4	APP transl inh: -2	FLuc inhib CS: 0	FLuc act counter: 1	TNAP act hiacc: 1	bIAP inhibitor: 13	L major viab: -2	bIAP act: 0.9	TNAP inh no acc: 2

New compounds follow:
structure | RAM network inh | TNAP inh hi DEA | APP transl inh | FLuc inhib CS | FLuc act counter | TNAP act hiacc | bIAP inhibitor | L major viab | bIAP act | TNAP inh no acc
CCOc1ccc(-n2c(-c3ccc(Cl)cc3)c[n+]3c2SCC3)cc1 | 0.2 | -3 | -6 | -6 | 1.1 | 1 | 2 | 100* | 1 | -14
CCN(CC(=O)Nc1ccc([N+](=O)[O-])cc1OC)CC(=O)NC(C)(C)C | 2.8 | -1 | -11 | -2 | 1 | 1 | 15 | 71* | 0.9 | 2
O=C(Nc1nc2ccccc2s1)c1ccc(F)cc1 | 3.2 | -2 | -173 | 64* | 0.4 | 1 | 6 | 0 | 0.9 | -5
O=C(CSc1nnc(-c2cccs2)n1-c1ccccc1)c1ccc2c(c1)OCCO2 | . | -4 | . | -4 | 1 | 1 | -4 | . | 1 | -7
CCOC(=O)c1cc(-c2ccc(/C=N\n3cnnc3)o2)ccc1Cl | 2.2 | -3 | 2 | -5 | 1.1 | 1 | 12 | 7 | 0.9 | -8
C=CCOc1cccc(NC(=O)c2ccccc2SC)c1 | 3.4 | -4 | 2 | -3 | 1 | 1 | 1 | 9 | 1 | -9
CCOC(=O)c1c(-c2ccccc2)csc1/N=C/C1C(=O)CCCC1=O | 0.1 | -1 | -24 | -4 | 1 | 1 | 10 | 23 | 0.9 | 5
C[n+]1ccccc1C1CCCC/C1=N\NC(N)=S (stereo not given) | 1.6 | 3 | -6 | -3 | 1 | 1 | -17 | -12 | 1.2 | 1
CC1CCN(c2ccc(NC(=S)NC(=O)c3ccc(-c4cccc([N+](=O)[O-])c4)o3)cc2)CC1 | 1.8 | -5 | 6 | -1 | 1 | 1.1 | 10 | 47 | 0.9 | -4
C#CCOCCOCCOCCNc1nc(N2CCN(C(=O)[C@H](Cc3ccc(O)cc3)n3cc([C@@H](N)C(C)CC)nn3)CC2)nc(N2CCN(C(=O)[C@H](Cc3cc4ccccc4[nH]3)n3cc([C@@H](N)CC(C)C)nn3)CC2)n1 (stereo not given in full) | 0.4 | -11 | -13 | 1 | 1 | 1.1 | -54 | -3 | 1.5 | -49
O=c1c(C=Nc2cccc(C(F)(F)F)c2)c[nH]n1-c1cccc(Cl)n1 | 0.4 | -5 | -3 | -5 | 1 | 1 | 8 | -2 | 0.9 | -10
Cc1cccc(NC(=O)NCc2ccc3c(c2)cc(C)n3C)c1 | 2.5 | -7 | -6 | -6 | 1.1 | 1.1 | 35 | -2 | 0.6 | 4
CN(CCc1cn[nH]c1)Cc1nc(Cc2ccccc2)no1 | -0.1 | -2 | 11 | -2 | 1 | 1 | -7 | 2 | 1.1 | -5
CCCCCOc1ccc(Br)cc1CSC(=N)N | 1.3 | -2 | 63* | -4 | 1 | 1 | 13 | 100* | 0.9 | -128
COc1cc(NC(=O)Cn2nnc(-c3ccncc3)n2)cc(OC)c1 | 0.9 | -6 | 0 | -9 | 1.1 | 1.1 | -1 | 90* | 1 | -14
C=CCN1C(=O)CS/C1=C(\C#N)S(=O)(=O)c1ccc(C)cc1 | 1.1 | -2 | -6 | -8 | 1.1 | 1 | 6 | 7 | 0.9 | -11
CCOc1ccc2nc(SC3CC(=O)N(c4cccc(OC)c4)C3=O)sc2c1 (stereo not given) | 3.2 | -1 | 14 | 1 | 1 | 1 | 31 | -6 | 0.7 | -32
Cc1c([N+](=O)[O-])cc(C(=O)N2CCOCC2)cc1[N+](=O)[O-] | 1.6 | -3 | 2 | -4 | 1 | 1 | -16 | 33 | 1.2 | -7
CCOCCCNC(=S)NNC(=O)CCn1nc(C)c(Br)c1C | 0.7 | -3 | -6 | -8 | 1.1 | 1 | -25 | -6 | 1.2 | -41
COCCN1C(=O)/C(=C/c2ccc(OCc3ccc(C(=O)O)cc3)c(OC)c2)SC1=Nc1ccccc1 | 8.2 | 2 | 7 | -5 | 1 | 1 | -9 | -2 | 1.1 | 0
O=C(CN1CCCC1)Nc1cc(C(F)(F)F)ccc1Cl | 1.0 | 1 | 1 | -2 | 1 | 1 | -2 | -4 | 1 | -7
CSc1cc(C)[nH]c(=O)n1 | -0.2 | -4 | -6 | 1 | 1 | 1 | 1 | -7 | 1 | -14
COc1ccc(CNC(=O)CSc2nnc3nc(C)cc(C)n23)cc1OC | 1.2 | -1 | -19 | -8 | 1.1 | 1 | -3 | -7 | 1 | -1
COC(=O)c1ccc(NC(=S)N2CCN(Cc3ccccc3)CC2)cc1 | -1.0 | 2 | -12 | 0 | 1 | 1 | 0 | 10 | 1 | -1
c1ccc(Cc2nnc(Sc3ccccc3)c3ccccc23)cc1 | -0.7 | -4 | -2 | -2 | 1 | 1 | 2 | 12 | 1 | -7
Cc1cc(C)cc(OCC(=O)NNC(=O)c2cc3ccccc3oc2=O)c1 | 5.3 | -1 | 2 | 2 | 1 | 1 | -7 | -2 | 1.1 | -29
COc1ccc(OCC(=O)Nc2sc3c(c2C(=O)NCC2CCCO2)CCC3)cc1 (stereo not given) | 9.0* | -1 | -7 | 1 | 1 | 1 | 4 | -4 | 1 | -2
CCn1c(SCC(=O)Nc2cccc(C(C)=O)c2)nnc1C(C)C | -0.1 | 1 | -6 | -1 | 1 | 1 | 9 | 4 | 0.9 | -8
COc1ccc(C(=O)N/C(=C\c2cc(OC)c(OC)cc2[N+](=O)[O-])C(=O)NCC(=O)O)cc1 | -0.1 | -1 | 5 | -4 | 1 | 1 | -12 | -2 | 1.1 | -7
Cc1ccc(OCCSc2ncccn2)c(C)c1 | -0.6 | 0 | -168 | 36 | 0.6 | 1 | -2 | -2 | 1 | -6
O=C(Nc1ccccc1C(F)(F)F)C1CC(=O)N(c2ccccc2F)C1 (stereo not given) | -0.4 | -1 | -7 | -4 | 1 | 1 | 11 | -6 | 0.9 | -10
CN(C(=O)c1ccc(=O)n(Cc2ccc(Cl)cc2)c1)c1ccccc1 | 1.6 | -3 | -26 | -1 | 1 | 1 | -12 | -3 | 1.1 | -12
CSc1ccc(/C=C/C(=O)c2ccc(NC(=O)Cc3ccccc3)cc2)cc1 | 14* | 2 | -2 | 0 | 1 | 1 | 10 | 91* | 0.9 | -2
CCc1ccc(C(=O)COC(=O)c2cnc(C)cn2)cc1 | 1.0 | -3 | -9 | 1 | 1 | 1 | -5 | -7 | 1.1 | -10
Cc1noc(NS(=O)(=O)c2ccc(NC(=O)CS(=O)(=O)c3ccccc3)cc2)c1C | 1.2 | -3 | -9 | -2 | 1 | 1 | -7 | -17 | 1.1 | -4
CSc1nncn1/N=C/c1ccc([N+](=O)[O-])cc1 | -0.4 | 1 | 2 | -4 | 1 | 1 | 0 | -2 | 1 | -5
COCCCNCCOc1ccccc1-c1ccccc1 | 0.5 | -2 | -9 | -4 | 1 | 1 | 40 | 47 | 0.6 | -14
Cc1cccc(-c2noc(Cc3ccc(Cl)cc3)n2)c1 | -0.2 | -5 | -30 | -3 | 1 | 1 | 9 | 6 | 0.9 | -8
C#CCNC(=O)C1=C[C@@H](c2cn(C(C)=O)c3ccccc23)C[C@@H](OCc2ccc(CO)cc2)O1 | 1.5 | -8 | -9 | -5 | 1 | 1.1 | 0 | 11 | 1 | -11
CCCCC(=O)NC(c1cccc([N+](=O)[O-])c1)c1c(OC(C)=O)ccc2ccccc12 (stereo not given) | 2.0 | -2 | -2 | -3 | 1 | 1 | -7 | 89* | 1.1 | -5
CC(C)CN1C(=S)SC(C)(C)C1n1oc(=O)n(-c2ccccc2)c1=O (stereo not given) | 3.2 | 0 | 10 | 3 | 1 | 1 | -1 | 14 | 1 | -8
